aDG glyco act – increases alpha dystroglycan glycosylation | Pro5-aDG cells, alpha-DG glycosylation AlphaScreen (IIH6); 0% Pro5, 100% B10-LARGE cell signal | activation, % at 10 µM | actives 0.22% (n = 360,000) | AID 624168;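 active = activation of at least 8% versus controls, or a plate z-score of at least 8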;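 also: Pro5 are CHO cells carrying HIG-tagged alpha-DG that lacks glycosylation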
Peg3 promoter – inhibitors of Peg3 promoter | HeLa PEG-Prom luciferase reporter, luminescence, overnight | inhibition, % at 20 µM | actives 1.7% (n = 360,000) | AID 588405;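 active = inhibition of at least 50% at 20 µM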
MITF TRPM1 inh – MITF TRPM1 promoter inhibition in SK-MEL-5 cells; SK-MEL-5 TRPM1 promoter luciferase, 24 h; inhibition, % at 12.5 µM; actives 0.83% (n = 330,000); AID 488899;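 active = mean inhibition across replicates of 60% or more, whatever share of single replicates reaches that level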; also: values of inactives mirror those of a sister screen read the other way
HIF-2a block – inhibitors of HIF-2a | 786-0 RCC cells HIF-2a reporter, luciferase luminescence, overnight | inhibition, % at 18.8 µM | actives 0.72% (n = 360,000);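 active = inhibition of the luminescence signal of 40% or more relative to plate controls, in a single-dose primary screen at 18.75 µM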
iPSC survival up – hiPSC single-cell survival enhancement. ATPlite luminescence; 100% = ROCK inhibitor wells, 0% = DMSO. survival enhancement, % at 20 µM. actives 0.044% (n = 360,000). AID 602274; in the data active = survival enhancement above about 18%;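 also: cells exposed to compounds for 16 hours before the ATP read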
TWEAK Fn14 block – TWEAK-Fn14 signaling inhibition; TWEAK-stimulated Fn14 reporter cells, luciferase luminescence, 8 h; inhibition, % at 10 µM; actives 2% (n = 360,000); AID 1159606; in the data active = inhibition above about 50%
NR2E3 ag-1 – agonists of human NR2E3 nuclear receptor; Q9Y5X4; CHO-S Gal4-NCOR/VP16-NR2E3 two-hybrid, luciferase; inhibition of corepressor binding, % at 3.98 µM; actives 0.35% (n = 360,000); AID 602229;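 active = inhibition above the mean of all tested compounds plus 3 SD, cut at about 70% in these data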;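 also: 0% = DMSO with NR2E3 transfected cells and 100% = cells lacking NR2E3 construct; higher means lower luciferase signal from less NR2E3 corepressor binding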
Target sequence (Q9Y5X4 whole entry, looked up, the tested form may be a part): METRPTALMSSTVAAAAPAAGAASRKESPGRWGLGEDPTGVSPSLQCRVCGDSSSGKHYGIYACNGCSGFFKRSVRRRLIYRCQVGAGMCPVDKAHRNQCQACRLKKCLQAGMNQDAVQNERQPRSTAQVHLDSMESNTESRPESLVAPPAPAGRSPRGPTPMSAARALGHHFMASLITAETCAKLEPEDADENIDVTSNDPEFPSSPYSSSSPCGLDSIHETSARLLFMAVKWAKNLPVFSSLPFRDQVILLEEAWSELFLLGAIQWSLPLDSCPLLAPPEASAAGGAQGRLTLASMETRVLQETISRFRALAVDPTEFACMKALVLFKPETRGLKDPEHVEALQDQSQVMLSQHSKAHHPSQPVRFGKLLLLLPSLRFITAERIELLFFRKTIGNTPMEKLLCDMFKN
Shn3 inh set2 – reduces Shn3 3'UTR luciferase signal in osteoblasts. Clone20 osteoblast Shn3 3'UTR firefly luciferase, 24 h. inhibition, % at 12.5 µM. actives 0.52% (n = 360,000). AID 588674;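 active = mean inhibition of at least 75% with every replicate also reaching 75%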;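 also: 0% = median of neutral control wells and 100% = pilot-screen positive control compound; some compounds past the cut are filed as inactive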
KKLEB tox – reduces viability of KKLEB cystic fibrosis airway cells; KKLEB CF airway cells viability, ATPlite luminescence, overnight; stronger effect = lower value; cells stimulated with P. aeruginosa culture filtrate; activity change (cytotoxicity), % at 5 µM; actives 0.36% (n = 360,000); AID 602141;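 active = corrected activity change at or below -50% at 5 µM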
NR2E3 ag-2 – NR2E3 (human) agonism; Q9Y5X4; inhibition of corepressor binding, % at 4.78 µM; GST-NR2E3/biotin-RetCOR TR-FRET, 1536-well; actives 0.12% (n = 320,000); AID 2300;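 active = percent inhibition above the cutoff of mean plus 3 SD of all tested compounds, set per screening campaign, cut at about 20% in these data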;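 also: 0% = DMSO wells and 100% = biotin wells as full block of FRET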
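system = GST-tagged NR2E3 plus biotinylated RetCOR corepressor | input = 1.35 nM GST-NR2E3 | also added = 7 nM biotin-RetCOR | schedule = 5 h incubation at 4 °C | measured by = TR-FRET with europium anti-GST and streptavidin-D2, 340 nm excitation | read-out = percent loss of FRET ratio relative to control wells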
CF NFkB inh – cystic fibrosis NF-kB activation inhibition. KKLEB NF-kB-GFP reporter, PAF-induced, GFP fluorescence overnight. inhibition, % at 5 µM. actives 0.86% (n = 360,000);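 active = at least 50% inhibition at 5 µM, scaled per plate between neutral and stimulator controls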;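 also: PAF is a Pseudomonas aeruginosa culture filtrate used as stimulus; plate controls were PAF-stimulated DMSO wells for no effect and unstimulated DMSO wells for full effect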
Starred values were filed as active, the others as inactive; nt = no result given.

SMILES	aDG glyco act	Peg3 promoter	MITF TRPM1 inh	HIF-2a block	iPSC survival up	TWEAK Fn14 block	NR2E3 ag-1	Shn3 inh set2	KKLEB tox	NR2E3 ag-2	CF NFkB inh
Cc1cc(C)c(-c2csc(NC(=O)C3=COCCO3)n2)cc1C	0.2	-253	-69	-246	-0.5	-23	-19	20	-12	4	21
CC(c1ccccn1)C(C)(O)C(C)c1ccccn1 (stereo not drawn)	-0.2	-34	1	-27	-1.4	2	-20	2	0	nt	22
COc1ccccc1Nc1nc(-c2sc(N)nc2C)cs1	-0.2	-48	1	-134	0.3	1	0	2	5	-2	10
Cc1ccc(N(O)C(C)(C)C)cc1	-0.2	1	6	10	2.1	7	3	-47	11	nt	-36
O=S(=O)(Nc1cccc(-c2cn3cccnc3n2)c1)c1ccc(F)cc1	0.3	18	9	19	3.0	20	-8	-1	0	6	-12
CCN1C(=O)[C@H]2[C@@H](c3ccc(-c4ccc(Cl)c(Cl)c4)cc3)N3CCCC[C@@]3(C(=O)OC)[C@H]2C1=O	0.3	33	-2	16	-1.4	31	-33	10	5	4	30
NC(=O)CC(NC(=O)c1cccc(Br)c1)c1ccc(N2CCC(N3CCCC3)CC2)c([N+](=O)[O-])c1 (stereo not drawn)	0.1	-4	9	5	1.6	8	1	-10	-13	3	14
CC(C)C1NCCc2c1sc1ccccc21 (stereo not drawn)	-0.1	1	3	15	-0.4	-7	-5	-34	8	-5	4
COc1ccccc1C(=O)Nc1ccc(-c2nnn(CC(=O)N3CCN(C(=O)c4ccco4)CC3)n2)cc1	-0.1	-27	-16	-45	0.2	-3	-17	19	7	-2	-12
CSc1ccc(NC(=O)C(C)N2CCN(C)CC2)cc1 (stereo not drawn)	0.2	8	-6	12	-0.4	-10	-2	6	12	1	-16
COc1ccc(CCNC(=O)CN(c2ccc(OC)c(OC)c2)S(C)(=O)=O)cc1OC	0.3	12	0	13	0.0	5	-20	3	-22	7	15
Cc1nc2ccccc2n1/N=C/c1ccc([N+](=O)[O-])o1	0.8	-8	10	-24	-2.0	11	1	4	-19	0	12
CCC(C)(C)NC(=O)CN(Cc1cccs1)C(=O)CCC(=O)Nc1nccs1	0.4	3	3	1	0.8	12	-16	3	11	-1	-5
COc1ccc(C(=O)c2c[nH]c(C(=O)NCCCn3ccnc3)c2)cc1	-0.3	8	6	13	0.2	26	-7	8	-4	-2	2
COc1cccc2c1Oc1cc([N+](=O)[O-])cc(N(C)C(C)=O)c1C=C2	-0.4	3	29	12	-0.6	2	9	-3	-4	0	-17
CCCCOC(=O)c1ccc(NC(=O)CSc2nncn2C)cc1	-0.1	-48	-6	-44	2.9	-2	11	-6	-10	4	-1
O=C(CSCc1ccc(Cl)cc1)N/N=C/c1c(Cl)cccc1Cl	0.6	12	-2	10	4.5	16	-11	25	8	-1	-13
CCC(O)(c1ccccc1)C(CN1CCOCC1)c1ccccc1 (stereo not drawn)	0.0	-1	nt	8	-0.5	-2	-6	-3	-14	0	0
Cn1c(=O)c2c(-c3ccccc3)n(-c3ccccc3N)cc2n(C)c1=O	0.0	7	nt	-40	5.1	-22	-54	-1	-1	nt	-25
Oc1ccc(-c2nccc(-c3cccs3)n2)cc1	-0.1	-241	-55	-277	-0.4	7	-75	-78	6	0	-32
COc1ccccc1NS(=O)(=O)c1cc(NC(=O)c2ccccc2[N+](=O)[O-])ccc1N1CCOCC1	-0.3	18	-4	12	0.5	1	-7	11	-6	nt	-26
COc1ccc(N(CC(=O)NCc2ccc(F)cc2)S(=O)(=O)c2c(C)n[nH]c2C)cc1	0.0	11	-1	12	-0.3	29	-8	-12	8	0	13
CC(C)(C)OC(=O)NCCCC[C@H](NC(=O)c1[nH]cnc1C(=O)N[C@@H](Cc1ccccc1)C(=O)OC(C)(C)C)C(=O)OC(C)(C)C	0.9	9	42	28	-1.3	26	27	2	-11	1	28
CC(Sc1nnc(-c2ccc(OC(F)F)cc2)o1)C(=O)NCC1CCCO1 (stereo not drawn)	0.1	-12	0	11	-0.2	2	5	2	-2	-1	16

Structural class, the entries above with a tert-butyl group.
SMILES	aDG glyco act	Peg3 promoter	MITF TRPM1 inh	HIF-2a block	iPSC survival up	TWEAK Fn14 block	NR2E3 ag-1	Shn3 inh set2	KKLEB tox	NR2E3 ag-2	CF NFkB inh
Cc1ccc(N(O)C(C)(C)C)cc1	-0.2	1	6	10	2.1	7	3	-47	11	nt	-36
CC(C)(C)OC(=O)NCCCC[C@H](NC(=O)c1[nH]cnc1C(=O)N[C@@H](Cc1ccccc1)C(=O)OC(C)(C)C)C(=O)OC(C)(C)C	0.9	9	42	28	-1.3	26	27	2	-11	1	28

(cont.)
SMILES	aDG glyco act	Peg3 promoter	MITF TRPM1 inh	HIF-2a block	iPSC survival up	TWEAK Fn14 block	NR2E3 ag-1	Shn3 inh set2	KKLEB tox	NR2E3 ag-2	CF NFkB inh
O=C(Cn1cc2c(n1)CCCCC2)NCc1cccs1	0.0	-27	nt	-24	-0.3	1	-48	-24	-3	-1	11
CCOc1ccc(S(=O)(=O)NCCC(=O)N(C)Cc2ccc(C)o2)cc1	0.1	10	13	1	-0.4	11	8	-21	-11	0	10
CCN(C(=O)CCNC(=O)Cn1cnc2ccccc2c1=O)c1ccccc1F	0.4	6	4	2	-0.1	4	-32	-3	-11	1	-10
CC1=C(C#N)C(c2ccoc2)C(C(=O)OCc2ccccc2)=C(N)S1 (stereo not drawn)	-0.2	10	4	17	-3.7	5	-7	-21	-29	0	10
CCOC(=O)c1sc(=S)n(CC)c1NC(=O)CC	-0.3	11	5	-1	0.3	-11	16	14	6	6	-28
O=C(Nc1ccccc1C(=O)O)c1cc(S(=O)(=O)N2CCCCC2)c(Cl)cc1Cl	0.8	-24	29	-58	2.6	56*	-58	-11	11	2	-5
O=c1[nH]c2ccc(NC(=S)Nc3ccccc3)cc2[nH]1	0.7	-8	7	-28	-1.4	-14	-23	-6	4	-3	8
Cc1ccc(-c2cc(N)n(-c3ccccc3)n2)cc1	0.0	-350	-82	-273	-4.1	-23	-106	-70	1	1	0
CCOC(=O)c1sc(C)c(C(=O)NCCCN2CCOCC2)c1N	0.2	6	-5	10	1.0	-3	-23	0	-5	0	6
Cc1cccc(C)c1NC1=NC(=S)N(c2ccc(C(=O)O)cc2)C12CCCCC2	0.1	13	3	13	-0.4	-8	-11	-3	8	5	-9
CCOC(=O)CNC(=O)Cn1cnc2c(nnn2-c2ccc(F)cc2)c1=O	-0.1	5	5	-3	2.4	-7	-18	6	3	2	-1
Cc1nn(Cc2ccccc2)c(Cl)c1C(=O)OC(C)C#N (stereo not drawn)	0.2	18	-7	6	-0.4	-23	-35	-24	-10	2	19
CC(=O)c1cccc(NC(=O)c2ccc([N+](=O)[O-])o2)c1	0.8	29	30	17	0.5	12	-11	18	-3	-2	-13
CCNC(=O)N1CCC(c2nc3ccccc3s2)CC1	-0.1	4	-6	-2	-0.3	4	-4	8	3	-1	-8
O=C(NC(=S)NCCc1ccccc1)c1ccccc1F	0.0	-248	-17	-223	-0.4	-13	-91	-35	-18	-2	0
CN(c1ccc(C(=O)N2CCCCC2)cc1)S(=O)(=O)c1cccs1	0.6	13	5	-11	0.3	7	25	0	-4	5	-5
O=C(O)/C=C/C(=O)Nc1ccc(Cl)c(C(=O)O)c1	-0.1	-5	-7	10	-0.8	-2	-11	-16	-4	3	4
COc1cc(NC(=O)c2cccs2)ccc1NC(=O)c1ccccc1Cl	0.0	-70	-20	-118	0.0	-5	-33	-21	23	-3	-29
O=C(COC(=O)CCc1nc2ccccc2c(=O)[nH]1)NC(=O)NC1CCCC1	-0.1	16	13	24	-0.4	12	-7	-26	0	-1	3
CCCc1ccc(OCc2ccc(C(=O)NCc3cccnc3)o2)c(OC)c1	1.4	-13	-5	-40	-2.9	-6	-65	-3	-3	-1	-15
CCCCN(C(=O)C1CCCC1)C1CCS(=O)(=O)C1 (stereo not drawn)	1.5	7	0	-2	-0.3	2	21	3	6	nt	13
COC(=O)CCn1nnc(-c2ccc(C(C)C)cc2)n1	-0.2	8	68*	91*	-1.3	68*	33	70	10	1	-6
COc1cccc(-c2noc(CCC(=O)NC3CCCCC3)n2)c1	-0.3	-19	-10	-31	3.6	1	5	-5	12	2	1
COc1ccc(OC)c(CCNC(=O)c2ccc3c(c2)N(Cc2ccc(F)cc2)CCS3)c1	-0.1	23	10	14	-0.5	3	-60	5	-5	4	10
CCOC(=O)c1c(NC(=O)CNCCO)sc(C)c1C	0.0	14	-1	0	-4.8	-7	-2	3	-1	-1	-10
O=C1CN(C(=O)COC(=O)c2cccnc2Cl)c2ccccc2N1	-0.1	-12	-1	14	-0.6	8	-4	7	-11	4	3
CCOC(=O)N1CCN(S(=O)(=O)c2ccc3c(c2)CC(C)N3C(=O)C2CC2)CC1 (stereo not drawn)	0.4	4	8	3	-0.2	-15	1	27	3	-5	0
O=c1c2ccccc2nc(SCc2cc(F)cc3c2OCOC3)n1Cc1ccco1	0.5	22	4	16	-0.9	-7	10	24	-20	3	25
Cc1cc(C(=O)OCC(=O)N2CC(C)OC(C)C2)c2ccccc2n1 (stereo not drawn)	0.2	6	9	14	-0.6	10	15	5	-17	1	23
Clc1ccc(CSc2nnc(NC3=NCCCCC3)s2)cc1	-0.2	-29	-10	-44	1.0	11	0	10	1	-1	6
O=C(Nc1ccc(S(=O)(=O)N2CCCC2)cc1)c1cc(F)c(F)cc1Cl	-0.3	-13	0	-14	0.5	-27	-9	2	-16	0	6
O=C1CS/C(=C\[N+](=O)[O-])N1c1ccccc1	0.4	-5	7	3	-0.3	-8	8	-8	-4	-5	3
CCOC(=O)c1csc(NC(=O)c2ccc3c(c2)OCCO3)n1	-0.2	-132	-31	-11	-0.5	19	-80	-49	9	-2	-24
CSc1nnc2c3cc(F)ccc3n(Cc3ccccc3)c2n1	0.0	12	18	8	-0.9	-37	-3	10	-26	0	11
CCOc1cc(-c2n[nH]c(=S)n2Cc2ccccc2)ccc1OC(F)F	0.1	-5	3	0	0.6	-13	-9	-3	5	4	10
CC(=O)c1sc(NC(=O)CCN2C(=O)c3ccccc3C2=O)nc1C	-0.1	-8	-16	9	0.8	-2	-13	-2	-15	4	9
O=C(O)C1CCCN(S(=O)(=O)c2ccccc2)C1 (stereo not drawn)	0.5	-11	-18	13	-1.8	8	-11	-8	6	2	-1
COc1ccccc1NC(=O)N1CCN(c2ccccn2)CC1	0.3	4	nt	-9	-0.1	2	3	9	6	3	-6
COc1ccc(C2CC3CC(c4ccccc4)N2O3)cc1 (stereo not drawn)	-0.1	10	-3	-11	-2.9	6	1	-11	6	2	-1

MITF TRPM1 inh: hit marks shown above.
SMILES	aDG glyco act	Peg3 promoter	MITF TRPM1 inh	HIF-2a block	TWEAK Fn14 block	NR2E3 ag-1	Shn3 inh set2	NR2E3 ag-2	CF NFkB inh
COC(=O)CCn1nnc(-c2ccc(C(C)C)cc2)n1	-0.2	8	68*	91*	68*	33	70	1	-6

High-throughput results deposited in PubChem BioAssay by several laboratories.

The order is random; any-hit rate near 4.4%.
